MCF10A rereplic = A quantitative high throughput screen for small molecules that induce DNA re-replication in MCF 10a normal breast cells; MCF 10A DNA re-replication, Hoechst nuclear intensity, 48 h; Potency, µM (series often up to 46.1 µM), for the others: top-dose activity, positive = re-replication, hits mostly activators; actives 2.9% (n = 350,000); AID 624296, 2012; further: potency means the concentration at half of the fitted maximal effect; % of control where 0% means no effect; nearly all actives have a fitted effect of over 50% in size
HepG2 tox = qHTS for Inhibitors of TGF-b: Cytotox Counterscreen | HepG2 CAGA-GFP viability, ATP luminescence, 18 h | Potency, µM (highest dose often 46.1 µM), without a hit: at the top dose activity change, negative = cytotoxicity, actives largely listed as cytotoxic | actives 0.76% (n = 410,000); further: potency means the concentration at half of the fitted maximal effect; some results filed as inactive show a strong effect at the top dose
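CellTiter-Glo luminescence gave cytotoxicity after 18 hours at 37 degrees C. The cells were HepG2 CAGA-GFP in 1% FBS DMEM, stimulated with 500 pg/mL TGF-beta after compound addition. %Activity was normalised to no-cell wells (complete cell-killing) and DMSO (no toxicity), and curves were fitted and classified.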
IL1B secr inh = qHTS for Inhibitors of Inflammasome Signaling: IL-1-beta AlphaLISA Primary Screen; THP-1 LPS/ATP IL-1B secretion, AlphaLISA, 16 h; hits give low values; activity change, % at 57.5 µM; actives 4.7% (n = 360,000); AID 743279, 2014; in the data active means activity change below about -50%; inconclusive means mostly about -30% to -49%; further: on the % scale 0 is the no-effect control and ±100 the full control effect
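Secreted IL-1B measured by AlphaLISA bead assay after 16 h compound exposure of THP-1 cells; compounds (final up to 57.5 uM) added 1 h before LPS (250 ng/mL) and ATP (1.25 mM) stimulation; lower signal means less secretion.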
TGFb inhibitor = qHTS for Inhibitors of TGF-b; HepG2 CAGA-GFP TGF-b/SMAD3 reporter, GFP fluorescence, 18 h; TGF-beta stimulated, 500 pg/mL final; Potency, µM (series often up to 46.1 µM), for inactives: at the top dose activity, negative = inhibition, most hits filed as inhibitors; actives 1.2% (n = 410,000); AID 588855, 2011; further: potency means the concentration at half of the fitted maximal effect; on the % scale 0 is the no-effect control and ±100 the full control effect; nearly all actives have a fitted effect of over 65% in size
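HEPG2 CAGA-GFP cells (1000/well, DMEM with 1% FBS) were pre-incubated 2 h at 37 degrees C, given compound by pin tool, then stimulated with TGF-beta at 500 pg/mL final for 18 h before per-cell GFP fluorescence imaging.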
Nrf2 inh = Nrf2 qHTS screen for inhibitors; A549 ARE-Fluc reporter, luciferase luminescence, 18-24 h; Potency, µM (top dose mostly 46 µM), for the others: top-dose activity change, negative = inhibition, usual class: inhibitors; actives 2.1% (n = 360,000); further: potency means the concentration at half of the fitted maximal effect; on the % scale 0 is the no-effect control and ±100 the full control effect; nearly all actives have a fitted effect of over 60% in size
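A549 ARE_Fluc cells (5000/well, 5% FBS OPTI-MEM) pre-incubated 2 h, then treated with compounds 18-24 h at 37C/5% CO2 in concentration-response. CellTiter-Fluor viability read first; BugLite luciferase luminescence after 15 min at room temperature gives Nrf2 activity.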
ATXN2 expr inh = Primary qHTS for Inhibitors of ATXN expression. HEK-293 ATXN2-luciferase reporter, luminescence, 24 h. Potency, µM (doses to about 57 µM), without a hit: at the top dose activity change, negative = inhibition, most hits filed as inhibitors. actives 0.72% (n = 360,000); further: potency means the concentration at half of the fitted maximal effect; on the % scale 0 is the no-effect control and ±100 the full control effect; nearly all actives have a fitted effect of over 55% in size
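ATXN2-luciferase reporter cells (luciferase flanked by upstream and downstream ATXN2 gene portions) were treated 24 h at 37 °C with compounds at up to 57 uM. SteadyGlo luminescence gave expression; GF-AFC fluorescence gave viability.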
Nrf2 activator = qHTS of Nrf2 Activators; Potency, µM (top dose mostly 46.1 µM), without a hit: at the highest dose activation, most hits filed as activators; actives 0.31% (n = 410,000); AREc32 ARE-luciferase reporter (MCF7-derived line), luminescence, 24 h; further: potency means the concentration at half of the fitted maximal effect; % of control where 0% means no effect; nearly all actives have a fitted effect of over 65% in size
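ARE activation measured as luciferase luminescence (Steady-Glo, 30 min RT) in AREc32_Fluc cells after 24 hr compound exposure at 37 deg C, 5% CO2; cells seeded overnight at 1000/well in OPTI-MEM, 5% FBS.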
A549 viability = Nrf2 qHTS screen for inhibitors: counterscreen for cytotoxicity | A549 ARE-Fluc cells, CellTiter-Fluor viability, 18-24 h | Potency, µM (titrated, usually from 46 µM), inactives show at the top dose activity change, negative = cytotoxicity, most hits filed as inhibitors | actives 0.16% (n = 390,000); further: potency means the concentration at half of the fitted maximal effect; on the % scale 0 is the no-effect control and ±100 the full control effect
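A549 ARE-Fluc cells in 5% FBS OPTI-MEM, 5000 cells/well, rested 2 h then exposed to compounds in concentration-response for 18-24 h at 37 °C. Viability by CellTiter-Fluor fluorescence (Ex 405/Em 525) after 30 min; luciferase luminescence (BugLite, 15 min, RT) read afterwards.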
ATXN viability = Viability Counterscreen for Primary qHTS for Inhibitors of ATXN expression | S2 cells (HEK-293 line with an ATXN2-luciferase reporter) viability, CellTiter-Fluor protease fluorescence, 24 h | Potency, µM (highest dose often 56.7 µM), hits mostly cytotoxic | actives 0.49% (n = 400,000); further: potency means the concentration at half of the fitted maximal effect; nearly all actives have a fitted effect of over 40% in size
Starred values were filed as active, the others as inactive; i = inactive; ? = inconclusive; . = no result given; & = joins results of further samples; ! = a repeat was not active; [ ] = remark or other dose. Unless noted, the call rests on the fitted dose curve; in most records, active means well fitted curve in the direction sought with a large enough effect; inconclusive means small, poorly fitted or top-dose-only effect, or another doubt; inactive means no such curve, though single readings can be large; an effect the other way counts as inactive or inconclusive.

SMILES | MCF10A rereplic | HepG2 tox | IL1B secr inh | TGFb inhibitor | Nrf2 inh | ATXN2 expr inh | Nrf2 activator | A549 viability | ATXN viability
Cc1ccc(NC(=O)CSCc2cnn(-c3ccccc3)c2-n2cccc2)c(C)c1 | . | -30% | . | . | ? | . | 0.0% | 2% | .
Cc1nn(-c2ccccc2)c(OC(=O)c2ccc(Cl)cc2)c1S(=O)(=O)c1ccccc1 | . | 1% | . | -33% | -10% | -4% | -0.4% | -2% | i
Cc1onc(-c2ccccc2Cl)c1C(=O)OCC(=O)N1CCCCC1 | 2% | -21% | -14 | 6% | 15% | . | 3.5% | 27% | ?
COCCOc1cc(NC(=O)c2ccccc2)c(Cl)cc1Cl | -44%[inhibitor] | -5% | -4 | -1% | -4% | -22% | 0.0% | 7% | i
COc1cc(NC(=O)CN2C(=O)C(=O)N(CC(C)C)C2=O)cc(OC)c1 | 1% | -6% | -1 | 5% | 2% | 5% | 2.7% | 2% | i
CC1CN(C(=O)CN2C(=O)c3ccccc3S2(=O)=O)CC(C)O1 (stereo unspecified) | 5% | -10% | 18 | 2% | 5% | 4% | 1.0% | 1% | i
CN(C)S(=O)(=O)N1CCC(Oc2ccc(C(=O)NC3Cc4ccccc4C3)cc2)CC1 | 0% | -30% | 17 | ? | ? | . | 8.8% | -9% | i
CC1C(=O)N(Cc2cn(CCC3OCCO3)nn2)CCS(=O)(=O)N1Cc1ccc(-c2ccc(F)nc2)cc1 (stereo unspecified) | . | -12% | -18 | 9% | . | -9% | 3.9% | . | i
NS(=O)(=O)c1cccc(NS(=O)(=O)c2ccc3ccccc3c2)c1 | -3% | 3% | 29 | -6% | -4% | . | 0.4% | 2% | i
CC(C)c1nc2cc(C(=O)N3CCNC(=O)C3c3cccc(F)c3)ccc2o1 (stereo unspecified) | 13% | -6% | 12 | 9% | 6% | . | -1.0% | 0% | i
COc1ccc(OC)c(Nc2c3c(nc4ccccc24)CCC3)c1 | 3.3µM* | -14%&-25% | -75* | 11µM*! | -3%&-13% | 0% | 0.1%&0.1% | -16%&-6% | ?
CN(C)c1ccc(C(CNS(=O)(=O)c2ccc(Br)cc2)N2CCCC2)cc1 (stereo unspecified) | . | 1% | . | -31% | . | . | -1.0% | 7% | .

Single records, from the list above.
`COCCOc1cc(NC(=O)c2ccccc2)c(Cl)cc1Cl` across the screens: MCF10A rereplic: -44%[inhibitor]; HepG2 tox: -5%; IL1B secr inh: -4; TGFb inhibitor: -1%; Nrf2 inh: -4%; ATXN2 expr inh: -22%; Nrf2 activator: 0.0%; A549 viability: 7%; ATXN viability: i
`Cc1ccc(NC(=O)CSCc2cnn(-c3ccccc3)c2-n2cccc2)c(C)c1` across the screens: MCF10A rereplic: .; HepG2 tox: -30%; IL1B secr inh: .; TGFb inhibitor: .; Nrf2 inh: ?; ATXN2 expr inh: .; Nrf2 activator: 0.0%; A549 viability: 2%; ATXN viability: .

(continued)
SMILES | MCF10A rereplic | HepG2 tox | IL1B secr inh | TGFb inhibitor | Nrf2 inh | ATXN2 expr inh | Nrf2 activator | A549 viability | ATXN viability
CCCCNC(=O)N1CCOCCOCCN(C(=O)NCCCC)CCOCCOCC1 | -4% | -39% | -7 | 28% | -2% | -3% | -0.8% | 0% | i
Cc1ccc(C)c(NS(=O)(=O)c2cc(C(=O)Nc3ccccc3-c3ccccc3)ccc2C)c1 | 19% | 4% | ? | ? | . | -7% | 3.1% | -5% | i
C=C(C)CN(CC)c1ccc(N2C(=O)CCCC2=O)cc1[N+](=O)[O-] | 0% | 5% | 17 | 1% | ? | 7% | -0.5% | -3% | ?
COc1ccc(/C=C(\C#N)C(=O)OCC(=O)Nc2c(C)cccc2C(C)C)cc1 | -7% | 25% | -2 | -8% | 2% | -9% | 0.3% | -2% | i
CCc1nc2ccc(C(=O)NC3CCN(C)CC3)cn2c1N(C)CCC(C)C | . | -39% | 0 | ? | . | 0% | 0.2% | . | i
CN(C(=O)c1cccc(NC(=O)Cc2ccc(NC(=O)C3CCN(C(=O)C4CCC4)CC3)cc2)c1)C1CCCC1 | ? | -10% | -3 | 31% | -7% | -4% | 0.0% | 7% | i
Cc1cccc(C)c1NC(=O)NCc1ccco1 | 7% | -1% | 2 | 6% | ? | . | -0.5% | 5% | i
COc1ccc([N+](=O)[O-])cc1N(CC(O)CN(CC(C)C)CC(C)C)S(=O)(=O)c1ccc(C)cc1 (stereo unspecified) | 16% | -5% | -22 | 4% | -5% | -14% | 2.5% | -7% | i
CC(C)c1ccc(NC(=O)c2cccn2-c2nnc(N3CCCCC3)s2)cc1 | . | -35% | . | ? | -2% | . | 1.1% | -15% | .
O=C(CN1CCN(Cc2ccc(Cl)cc2)C1=O)NCc1ccc(F)cc1 | . | -4% | . | ? | . | . | 0.2% | 10% | .
COC(=O)c1c(NC(=O)C(=O)N2CCOCC2)sc2c1CCCC2 | -2% | -12% | -27 | -9% | -13% | -12% | -0.1% | 0% | i
CCCS(=O)(=O)c1nc(S(=O)(=O)c2ccc(C)cc2)c(N2CCC(C(N)=O)CC2)s1 | -2% | -2% | ? | -4% | -25% | 6% | 27% | 0% | i
COc1cccc(NC(=O)CCC(=O)N2CC(C)Oc3ccc(C)cc32)c1 (stereo unspecified) | -7% | -20% | -24 | -1% | 2% | -11% | -1.1% | 3% | i
O=C(Nc1ccccc1Cl)c1ccc2nc(N3CCOCC3)sc2c1 | 1% | -4% | -24 | 1% | -2% | 11% | 0.6% | -4% | i
C=CCN(CC=C)C(=O)CN1C(=O)NC(C)(c2ccc3cc(OC)ccc3c2)C1=O (stereo unspecified) | ? | -4% | -2 | 2% | -19% | 4% | -0.5% | -1% | ?
Cc1nn(Cc2ccc(C(=O)Nc3ccc(C(=O)OC(C)C)cc3)o2)c(C)c1Cl | ? | -39% | 0 | ? | ? | -15% | 4.8% | -12% | i
COc1ccc(-c2c(-c3cc(OC)cc(OC)c3)n(C)c3ccc(-c4ccn[nH]4)cc23)cc1 | ? | -18% | 18 | ? | 12µM* | -11% | -0.1% | -5% | ?
Cc1cccc(CN2C(=O)[C@H]3Cc4c([nH]c5ccccc45)C(C)(C)N3C2=O)c1 | 16µM* | -28% | . | 11µM* | ? | ? | -3.2% | -10% | ?
Cc1c(Cl)cccc1NC(=O)COC(=O)Cn1cnc2c1c(=O)n(C)c(=O)n2C | -3% | 25% | 9 | -2% | 3% | -2% | -1.2% | 5% | i
Cc1ccccc1COc1cccn2c(N(C)C(=O)CCC3CCCC3)c(C)nc12 | . | -36% | -57* | ? | . | ? | 0.0% | . | ?
COc1ccc(C=C2C(=O)c3ccccc3C2=O)cc1O | 2% | -25% | 5 | 13% | 8% | 1% | 11% | -5% | i
CC1(C)Cc2c(sc3c2c(=N)n(Cc2ccco2)c(=O)n3CC(=O)Nc2ccccc2)CO1 | 2% | -8% | -51* | -27% | . | 10% | 2.7% | 1% | i
CCOc1ccc(-n2nnnc2-c2nc3ccccc3s2)cc1 | ? | -29% | 0 | -27% | -41% | 21% | 5.2%[9.22 µM] | -26% | i
Cc1nn(-c2nc3ccccc3s2)c(N)c1-c1ccc(Cl)cc1 | 9% | 6% | 44 | 7% | 18% | 36%[activator] | 2.7% | -13% | ?
COC(=O)CCC(=O)NC(=S)Nc1ccccc1F | -2% | -29% | 0 | -29% | 18% | . | 4.0% | 13% | i
O=C(c1cnc2n(c1=O)CCS2)N1CCN(C(c2ccccc2)c2ccc(Cl)cc2)CC1 (stereo unspecified) | 15% | -27% | -21 | -12% | 1% | ? | -0.7% | 0% | ?
COC(=O)c1ccc(NC(=O)CN2CCCC2)cc1 | 0% | 0% | -13 | 14% | 22% | 5% | -0.5% | 17% | i
CCn1c(Cc2ccccc2)nnc1SCC(=O)NC1CC1 | 0% | -6% | -3 | 0% | -5% | -6% | -0.5% | -4% | ?
COc1cc(OC)c(OC)cc1CN1CCN(c2ccc(F)cc2)CC1 | 5% | -4% | 0 | -7% | -1% | -25% | -1.5% | 3% | i
Cc1cc(C)c2nc(-c3ccccn3)cc(C(=O)NCc3cc(C)n(C)n3)c2c1 | -2% | -29% | 15 | -10% | 1% | -9% | 3.8% | 3% | i
O=S(=O)([N-]c1nc2ccccc2nc1-n1cc[n+](Cc2ccccc2)c1)c1ccc(Br)cc1 | 18µM* | 0% | . | 21% | ? | 2% | 0.0% | 1% | .
CSCCC(NC(=O)c1ccco1)C(=O)NCc1ccc(F)cc1 (stereo unspecified) | -1% | -10% | 30 | 2% | ? | . | -0.3% | -14% | .
CC(C)(C)C(=O)Nc1ccc(-c2nc3ccccc3s2)cc1 | . | -3% | . | 37% | 2.6µM* | -77% | -3.3% | 1% | i
CCOC(=O)c1sc2nc(CSc3ccccc3)nc(N3CCC(C(N)=O)CC3)c2c1C | ? | -27% | -116* | ? | 21µM* | ? | -0.3% | 4% | ?
CN1CCC(N(C)C(=O)c2ccc(Cl)c(S(=O)(=O)Nc3ccc(Cl)cc3)c2)CC1 | ? | -6% | -20 | 2% | 4% | -10% | -0.6% | -6% | i
Clc1ccc(Cn2nnc(-c3ccc(CN4CCOCC4)cc3)n2)cc1 | ? | -29% | -27 | -9% | ? | 10% | 3.6% | -2% | i
Cc1ccc(C2NC(=O)c3c(sc4c3CCN(C)C4)N2)o1 (stereo unspecified) | 4% | -1% | -4 | 0% | 11% | 6% | 3.9% | 0% | i
CCCN(CC(=O)Nc1ccccc1C)C(=O)c1ccc(S(=O)(=O)N2CCCCCC2)cc1 | 9% | -14% | -3 | -1% | -3% | 3% | 0.2% | -4% | i

Source: PubChem BioAssay (National Center for Advancing Translational Sciences (NCATS))
